# hgDAF12 agonist: activates the H. glycines DAF-12 receptor ligand-binding domain. HEK293 GAL4-hgDAF12 UAS-luciferase reporter, agonist luminescence; normalized to butyrate control. activation, % at 6.8 µM. hit rate 1.8% among 370,000;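 active means activation above a cutoff set at the mean of all screened compounds plus 3 SD, cut at about 10% in these data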;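 further: 0% = DMSO wells and 100% = sodium butyrate wells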
# SMARCA2 activ: increases SMARCA2 function in MMTV reporter cells | MG213 cells, MMTV-luciferase reporter, dexamethasone, overnight | activation, % at 9.1 µM | hit rate 1% among 370,000; in the data active means activation above about 7.8%;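 further: 0% = vehicle wells and 100% = reference activator wells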
# GAA850 FXN act: increases GAA850 frataxin promoter reporter activity. HEK293 lucGAA850 FXN promoter luciferase reporter, 24 h; percent of 10 µM SAHA response. activation, % at 6 µM. hit rate 0.56% among 360,000;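 active means activation above the average of all compounds screened plus 3 SD, cutoff fixed separately per campaign, cut at about 7.5% in these data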;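 further: 0% = DMSO wells and 100% = 10 µM SAHA wells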
# KLK7 zymogen act: activates the human kallikrein-7 zymogen; P49862; purified proKLK7, EDANS-DABCYL substrate fluorescence; 100% is mature enzyme control, 0% vehicle; activation, % at 7 µM; hit rate 0.9% among 370,000; AID 652039;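 active means activation above the mean of all tested compounds plus 3 SD, computed per campaign excluding outliers beyond control limits, cut at about 13% in these data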
# GC-B act: GC-B (human) receptor activation. AID 1920062. hit rate 0.11% among 370,000. P20594. HEK293-GC-B cells, CNP EC30, cGMP TR-FRET; 0% at EC30 CNP, 100% saturating CNP. activation, % at 10 µM;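 active means activation at 10 µM reaching about 35% in either raw or pattern-adjusted values, limit read from the data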
# DAX1 inh-1: inhibitors of human orphan nuclear receptor DAX1 (NR0B1) | hit rate 0.99% among 340,000 | P51843 | inhibition, % at 6.75 µM | HEK293 Gal4-DAX1 luciferase reporter, luminescence | AID 504766;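 active means inhibition above the mean over all tested compounds plus 3 SD, cut at about 4.2% in these data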;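 further: 0% = DAX1-transfected cells with DMSO and 100% = empty-vector control cells with DMSO; inhibition shows as a rise in luminescence from relieved DAX1 repression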
# NPR1 activator: GC-A (human) enzyme activation; activation, % at 10 µM; P16066; hit rate 0.14% among 370,000; HEK293 GC-A cells, cGMP TR-FRET, EC30 ANP; 0% at EC30 ANP, 100% saturating ANP; in the data active means activation above about 40%
# Target sequence (P16066 whole entry, looked up): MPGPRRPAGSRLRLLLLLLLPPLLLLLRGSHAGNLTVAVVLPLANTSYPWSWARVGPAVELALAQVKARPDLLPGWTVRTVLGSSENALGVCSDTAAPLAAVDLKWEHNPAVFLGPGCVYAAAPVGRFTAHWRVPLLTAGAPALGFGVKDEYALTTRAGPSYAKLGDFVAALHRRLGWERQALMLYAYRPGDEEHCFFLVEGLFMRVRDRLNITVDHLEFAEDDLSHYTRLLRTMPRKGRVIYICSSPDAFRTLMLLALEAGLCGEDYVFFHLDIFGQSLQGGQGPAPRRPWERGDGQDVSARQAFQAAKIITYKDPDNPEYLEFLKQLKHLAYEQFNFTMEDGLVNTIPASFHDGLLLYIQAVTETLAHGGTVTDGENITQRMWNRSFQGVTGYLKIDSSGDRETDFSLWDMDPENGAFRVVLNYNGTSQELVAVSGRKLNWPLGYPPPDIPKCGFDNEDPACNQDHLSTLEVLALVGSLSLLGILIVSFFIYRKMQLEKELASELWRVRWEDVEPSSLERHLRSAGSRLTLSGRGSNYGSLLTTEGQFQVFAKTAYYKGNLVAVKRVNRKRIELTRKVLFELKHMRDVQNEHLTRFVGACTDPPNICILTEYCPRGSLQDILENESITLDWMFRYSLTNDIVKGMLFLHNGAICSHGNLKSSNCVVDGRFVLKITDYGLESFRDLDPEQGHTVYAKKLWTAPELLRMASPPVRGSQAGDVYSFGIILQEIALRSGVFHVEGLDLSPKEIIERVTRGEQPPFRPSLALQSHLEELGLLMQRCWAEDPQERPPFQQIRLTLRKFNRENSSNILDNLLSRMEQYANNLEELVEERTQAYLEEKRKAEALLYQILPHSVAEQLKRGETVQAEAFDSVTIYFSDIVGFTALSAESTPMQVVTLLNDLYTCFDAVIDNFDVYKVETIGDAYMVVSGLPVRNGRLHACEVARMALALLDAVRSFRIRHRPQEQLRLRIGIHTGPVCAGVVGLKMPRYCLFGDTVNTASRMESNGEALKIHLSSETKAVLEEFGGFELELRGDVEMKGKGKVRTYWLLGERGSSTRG
# ssDAF-12 act: S. stercoralis DAF-12 activation, primary screen; HEK293 ssDAF-12/GRIP1 lit1-tk-luc reporter, luminescence; % of 3 µM dafachronic acid response; activation, % at 6.8 µM; hit rate 1% among 370,000; AID 652126;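 active means activation above the mean over all tested compounds plus 3 SD, cut at about 0.9% in these data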;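 further: 0% = DMSO-only wells and 100% = 3 µM delta7-dafachronic acid wells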
# hcDAF12 agonist: activators of H. contortus DAF-12 nuclear receptor; AID 652067; HEK293 hcDAF-12 lit1-tk-luc reporter, luminescence; 0% DMSO, 100% Δ7-dafachronic acid; hit rate 1.4% among 370,000; activation, % at 6.8 µM;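 active means activation above the mean of all tested compounds plus 3 SD, cut at about 5.5% in these data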;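 further: 100% = response to 3 µM Δ7-dafachronic acid high control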
# DAX1 inh-2: inhibitors of DAX1 repression of SF-1 activated StAR promoter | HEK293T StAR-luciferase reporter, SF-1/DAX-1 repression relief | inhibition, % at 6.8 µM | hit rate 1.1% among 370,000 | AID 652010;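 active means inhibition above the mean over all tested compounds plus 3 SD, cut at about 3.6% in these data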;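 further: 0% = DAX-1 cells with DMSO and 100% = cells lacking DAX-1 with DMSO; higher inhibition means more luminescence from relief of DAX-1 repression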
# HGIII-sPLA2 inh: Inhibits HGIII-sPLA2 liposome hydrolysis, primary screen | Q9NZ20 | QFRET BODIPY PC-A2 liposome hydrolysis, fluorescence | inhibition, % at 12.2 µM | hit rate 0.56% among 370,000 | AID 743126;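 active means inhibition above mean plus 3 SD of compounds lying within the high and low control bounds, cut at about 19% in these data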;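 further: 0% = median of test compound wells and 100% = no enzyme DMSO wells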
# Starred values were filed as active, the others as inactive; . = not tested or not shown. The order is random; any-hit rate near 6.7%.
SMILES,hgDAF12 agonist,SMARCA2 activ,GAA850 FXN act,KLK7 zymogen act,GC-B act,DAX1 inh-1,NPR1 activator,ssDAF-12 act,hcDAF12 agonist,DAX1 inh-2,HGIII-sPLA2 inh
c1ccc(SCCOCCn2cncn2)cc1,-2.4,-2,-1.4,0.2,4,1.0,1,-0.9,0.6,0.1,3
NS(=O)(=O)c1ccc(NC(=S)N2CCN(c3ccccc3Cl)CC2)cc1,-1.7,-5,-0.2,-0.1,-2,-1.3,0,-1.1,1.3,-1.1,8
CCOC(=O)c1ccc(NC(=O)CSc2nc(=O)n(CCN3CCOCC3)c3c2CCC3)cc1,-0.3,-2,0.7,0.0,-1,-0.4,1,-1.6,-0.1,-0.8,-10
CCOC(=O)N1CCN(c2c(N3CCN(c4ccccn4)CC3)c(=O)c2=O)CC1,-0.1,-4,-1.8,0.8,-8,0.5,0,-1.8,-1.0,-0.8,3
COCCCNC(=O)CN1C(=O)COc2ccc(S(=O)(=O)N3CCCCCC3)cc21,-0.7,-3,0.7,-0.1,2,2.3,7,-1.2,-1.2,-0.1,9
CCOP(=O)(Cc1ccc(C(C)(C)CC(C)=O)o1)OCC,-0.9,-3,0.8,-0.4,2,-0.3,4,-0.6,-0.4,0.3,-3
Cc1ccc(NC(=O)COC(=O)Cn2nc(-c3ccc(F)cc3)oc2=O)cc1C,-0.4,6,1.3,1.1,-5,1.8,15,-1.2,-0.5,0.7,-4
COCCCNC(=S)N(Cc1ccccc1)Cc1nc2ccccc2c(=O)[nH]1,-1.5,0,-1.0,0.6,6,-0.4,1,-1.2,0.3,-0.2,-4
CC(C)C(=O)NNS(=O)(=O)c1ccccc1,1.4,-3,-2.2,-0.3,4,-0.6,5,-1.3,-0.8,-0.2,5
Cc1cc(C)nc(SCc2cc(=O)c(OC(=O)c3cccc([N+](=O)[O-])c3)co2)n1,0.4,1,-0.8,-0.2,15,-0.9,3,-0.8,-0.3,-0.4,-2
Cc1ccc(NC(=O)N2CCC(c3nc4ccc(Cl)cc4[nH]3)CC2)cc1F,3.0,-4,.,-0.2,-3,.,-7,-1.9,-3.5,-1.4,-16
CN(C)S(=O)(=O)c1ccc(C(=O)Nc2ccc(CCC(=O)N3CCCC3)cc2)cc1,-3.2,-1,-0.9,-0.3,3,-1.2,-2,-1.1,-1.7,0.1,0
CCCCc1cc(=O)oc2cc(OCc3cc(OC)c(OC)c(OC)c3)c(Cl)cc12,1.5,-2,1.6,-0.2,-4,0.5,-1,-1.2,-1.0,-0.7,1
COc1ccc(F)cc1S(=O)(=O)Nc1ccc2c(c1)OCCO2,-2.2,0,-0.8,0.1,-5,1.7,-3,-1.3,-1.9,-1.2,-1
COC(=O)c1[nH]c2ccc(Cl)cc2c1NC(=O)CCN1CCN(C2CCCCC2)CC1,-1.2,1,3.8,0.7,-6,1.2,-15,-1.4,-0.4,0.4,-15
CCCc1ccc2oc(C(=O)NCCc3nc(C(=O)OCC)cs3)c(C)c2c1,3.4,1,-0.8,0.0,-6,-1.1,-10,-0.8,-1.1,1.8,-3
COc1ccccc1N(CC(=O)NC1CCCCC1)C(=O)c1csnn1,-0.2,-3,-0.1,0.1,4,1.3,-1,-1.7,-1.9,-0.7,6
O=C(Cc1c[nH]c2ccccc12)Nc1ccc(Nc2cccnc2)c(Br)c1,-0.2,-5,.,-0.2,-4,.,-4,-1.4,-0.1,-2.1,-73
CCC(=O)OCCCN1CCC2(CCC(c3ccccc3)CC2)C1=O (stereo not given),-0.9,-3,.,-0.2,-3,.,0,-1.2,5.0,-0.5,1
CCOC(=O)c1c(NC(=S)NNS(=O)(=O)c2ccc(Br)cc2)sc2c1CCCCC2,-3.0,1,3.4,0.2,-5,1.4,-1,-0.4,1.0,0.6,-1
N#C/C(=N\Nc1ccc(S(=O)(=O)N2CCCCCC2)cc1)C(N)=S,0.1,-6,2.4,0.5,-3,-1.8,-1,-1.9,-0.1,0.6,-23
COC(=O)C1=C(C(=O)OC)C2C=CC1C1C(OC(C)=O)C(OC(C)=O)C21 (stereo not given),0.2,1,-0.7,-0.1,0,2.9,0,-1.2,-0.8,-1.2,0
Cn1c2c(c(=O)n(C)c1=O)C(CC(=O)Nc1ccccc1F)C(=O)N2 (stereo not given),1.2,-5,1.9,0.3,-5,.,-2,0.3,-0.6,0.7,9
CCn1c(=O)cc(SCC(=O)N2CCN(Cc3ccc4c(c3)OCO4)CC2)c2ccccc21,-3.2,-3,2.2,0.2,-3,1.6,-2,-1.4,-1.2,-0.9,-8
CCCCCCC(C)n1[nH]c(=O)c2c(C)cc(C)nc21 (stereo not given),2.0,-2,-0.4,1.5,-2,-0.8,-4,-1.8,-0.6,-0.2,-2
CCCCOc1ccc(C(=O)O)cc1,-1.2,1,0.5,-0.1,7,3.9,5,-1.4,-0.6,0.1,9
COc1ccccc1N1CCN(C2CCCN(C(=O)c3cc(C4CC4)on3)C2)CC1 (stereo not given),1.3,1,1.2,0.1,5,0.3,1,-1.7,-2.6,-0.2,1
COc1ccc(C(=O)Nc2ccc(N3CCN(C)CC3)cc2)cc1OC,6.2,1,4.7,-0.4,1,2.6,-10,-0.6,2.7,1.4,4
Cc1ccc(NC(=O)c2ncn(CCCN[C@H](C)c3cccc4ccccc34)n2)cc1C,4.1,-1,-0.6,0.7,-9,1.1,13,-1.0,0.8,0.5,-10
C/C(N)=C(/C#N)C(=O)COC(=O)CC12CC3CC(CC(C3)C1)C2,-1.9,1,3.2,-0.3,2,-1.0,1,-0.6,-2.1,-0.1,-5
COc1cc(NC(=O)c2cc(-c3cc(F)ccc3OC(C)C)n[nH]2)cc(OC)c1OC,-7.6,-7,-1.1,0.1,12,.,8,-2.0,-4.0,-2.6,-10
Nc1ccc2c(c1)Cc1cc(N)c(Br)cc1-2,9.0,4,3.5,-0.1,-10,3.9,-8,0.2,2.9,2.0,17
Cc1ccc(-n2c(=O)[nH]cc(C(=O)N3CCc4ccccc43)c2=O)cc1C,-1.4,-2,2.5,-0.3,-2,1.3,-1,-0.6,-1.1,-0.9,-9
O=C(NCc1ccco1)C(=O)NCC1OCCN1S(=O)(=O)c1ccccc1 (stereo not given),3.3,-5,2.3,0.1,1,1.2,0,-0.8,0.8,-0.3,-4
COc1ccc(-n2c(=O)/c(=C\c3cccs3)s/c2=C(/C#N)C(=O)N2CCN(C)CC2)cc1,-4.5,-1,0.3,5.0,5,-1.1,4,-1.7,1.6,1.4,4
CC1CCN(C(=O)NC(=O)c2ccccc2)CC1,2.3,-1,2.2,-0.6,2,-0.1,3,-0.6,1.3,0.1,1
O=C(NNc1c2ccccc2nc2ccccc12)C(O)c1ccccc1 (stereo not given),-1.0,-5,2.0,3.2,-8,0.9,-8,-0.7,0.1,-0.3,9
Cc1ccc2nc(CC(O)(c3ccccc3)c3ccccc3)ccc2c1,2.6,-6,1.3,0.3,4,0.6,-3,-1.3,-1.4,-0.6,4
O=C(CSc1nc(=O)n2ccccc2n1)NCCc1ccccc1,0.1,-1,1.1,0.4,9,0.2,1,-0.2,0.2,3.9*,4
CN(C)c1ccc(-c2ccnc3c2CC(C)(C(=O)Nc2ccc(F)c(Cl)c2)O3)cc1 (stereo not given),0.0,-2,-3.2,-1.1,-3,.,-2,-0.9,-2.0,1.6,6
CC(OC(=O)c1cc(Br)ccc1O)C(=O)NC1(C#N)CCCCC1 (stereo not given),-3.1,-3,-0.4,3.0,0,0.1,-5,-1.1,-1.6,2.0,-6
COc1ccccc1N=c1oc2cc(O)ccc2cc1C(=O)NCC1CCCO1 (stereo not given),2.0,2,1.3,74*,3,-1.8,-2,-1.7,2.2,0.1,0
CSc1ccccc1NC(=O)C1CC(c2c(F)cccc2Cl)=NO1 (stereo not given),0.7,1,4.4,0.1,6,0.7,-2,-0.1,1.8,0.6,6
CC1(c2nnc(-c3cccc(Cl)c3)o2)CC(c2ccccc2F)=NO1 (stereo not given),4.3,-2,1.6,0.5,-7,-0.3,-3,-1.4,0.1,-0.6,-6
Cc1cc(C)cc(NC(=O)Cn2cnc3c(nnn3Cc3ccc(F)cc3)c2=O)c1,-0.2,-3,1.9,-0.3,1,0.3,1,-1.1,-0.3,0.1,2
COCCCN1CC(=O)N2Cc3[nH]c4ccccc4c3C[C@H]2C1=O,0.7,0,1.4,0.4,2,1.8,-4,-1.2,-1.1,0.0,1
CCC(C)Nc1nc(OC)nc(N(C)C#N)n1 (stereo not given),2.4,1,2.3,-0.2,19,-0.5,14,-1.3,-0.2,0.7,2
COc1cccc(-n2c(SCC(=O)NCc3ccco3)nnc2-c2c[nH]c3ccccc23)c1,2.4,-4,0.8,-0.4,-4,-0.1,-2,-1.3,0.2,1.0,3
Cc1ccc2c(C)c(C(=O)NCc3ccc(S(N)(=O)=O)cc3)oc2c1C,-3.1,-5,1.8,-0.5,-6,-0.1,-17,-0.8,-1.6,0.7,4
CC1(C)NC(=O)N(CCCCSc2ccc(Cl)cc2)C1=O,-0.7,-3,3.4,0.3,3,-1.1,13,-1.5,-1.9,-0.6,3

# Other records follow.
SMILES,hgDAF12 agonist,SMARCA2 activ,GAA850 FXN act,KLK7 zymogen act,GC-B act,DAX1 inh-1,NPR1 activator,ssDAF-12 act,hcDAF12 agonist,DAX1 inh-2,HGIII-sPLA2 inh
O=C(COC(=O)C1COc2ccccc2O1)Nc1ccc2c(c1)CCC2 (stereo not given),1.1,0,-1.5,0.2,-5,1.5,0,-0.7,-0.1,-0.7,-5
O=C(O)CSc1ccc2ccccc2n1,0.5,1,0.8,-0.5,-4,0.5,6,-0.9,0.4,0.6,3
O=C(CCCNS(=O)(=O)c1cccc2nsnc12)NCc1ccc(F)cc1,1.1,-1,0.4,0.0,7,0.7,1,-1.1,-0.7,-0.8,-5
COC(=O)[C@@H]1C2CCC(C(=O)Nc3ccccc3)(CC2)[C@@H]1C(=O)OC,3.0,0,0.7,0.3,5,-0.5,3,-0.7,-0.2,0.9,3
C=CCN=c1scc(-c2ccc3c(c2)NC(=O)CO3)n1/N=C(\C)c1ccccn1,-1.3,-8,-1.2,-0.6,2,-2.1,5,-3.0,-4.9,-6.5,-2
COc1cccc(C(=O)Nc2cccnc2)c1OC,2.2,-1,-0.2,0.0,0,-0.1,0,-1.6,1.7,-1.0,-4
Cc1cccc(C)c1OCC(=O)OCC(=O)c1ccc2c(c1)NC(=O)CO2,0.5,-1,-1.1,0.6,-4,0.6,1,-1.2,-1.9,0.2,-2
COc1ccc(S(=O)(=O)N(C)CC(=O)NCc2ccco2)cc1Cl,-0.8,1,1.2,0.2,5,-0.4,-2,-1.3,-1.4,1.5,3
COc1ccc(Br)cc1CN(C)CC(=O)NCCc1ccccc1,-4.7,-6,0.9,0.2,-11,-1.1,-25,-2.6,-3.0,-0.4,-25

# Screens as filed in PubChem.
